C2C12 statin – protects C2C12 myotubes from simvastatin toxicity; ATP luminescence, 48 h; scaled: DMSO 0, geranylgeraniol control 100; AID 602340; actives 0.78% (n = 330,000); rescue of ATP level, % at 7.49 µM;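 active = mean ATP rescue above about 67%, or every replicate alone reaching that limit, limit read from the data, passing the limit was not always enough; inconclusive = no clear call, values can overlap the other calls; inactive = mean under the limit and some replicate under it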;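 note: myotubes were challenged with 10 µM simvastatin during compound exposure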
FN deposit inh – fibronectin deposition inhibition; inhibition, % at 12.6 µM; actives 0.086% (n = 350,000); AID 743247; AH1F fibroblasts, Alexa488-fibronectin deposition fluorescence, overnight;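 active = mean inhibition across replicates of 30% or more, regardless of how many single replicates reach that level; inconclusive = mean under 30% yet at least half of replicates reach 30%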;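 note: positive control wells lacked labelled fibronectin entirely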
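Measured by – fluorescence 485/525 nm · System – AH1F fibroblast monolayer, labelled fibronectin deposition · Amount – 10000 cells per well · Buffer or medium – serum-reduced DMEM (2% serum) · Doses – single dose, pinned · Also added – fluorescent fibronectin at 24 nM final · Schedule – 1 h cell attachment, overnight exposure to compound and label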
LGR2 inh – inhibitors of bursicon-induced Drosophila LGR2 receptor cAMP signaling. HEK293 LGR2, CRE-luciferase, bursicon-stimulated, 4 h. inhibition, % at 9.99 µM. actives 0.35% (n = 380,000). AID 720647;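 active = drop in luminescence signal, shown as inhibition above about 50% in the replicate tests, limit read from the data, passing the limit was not always enough; inconclusive = probably only some replicates passing the limit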;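 note: agonist challenge used bursicon conditioned medium at about half maximal strength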
S100A4 inh HTS – S100A4-myosin IIA interaction inhibition; actives 0.14% (n = 360,000); inhibition, % at 10.7 µM; S100A4/TAMRA-MyoIIA peptide fluorescence polarization; AID 652163;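 active = mean inhibition of at least 70% across replicates, with every replicate also reaching that level; inconclusive = mean inhibition reaches 70% but some replicates fall short; inactive = mean inhibition below 70%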
Target sequence (P26447 whole entry, looked up): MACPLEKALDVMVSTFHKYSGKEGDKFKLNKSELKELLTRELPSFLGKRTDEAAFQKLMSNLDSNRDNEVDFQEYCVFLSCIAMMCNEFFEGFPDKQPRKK
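System – human S100A4 monomer protein, biochemical binding assay · Buffer or medium – Calcium-containing HEPES buffer, pH 7.2 · Timing – 5 min between mix addition and reading · Also added – TAMRA-labelled myosin IIA heavy-chain peptide probe, 5 nM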
esBAF inh – SWI/SNF esBAF complex inhibition; mouse ES cells, Bmi1-luciferase knock-in reporter, 24 h; 100% = twice the neutral-well signal; reporter increase, % at 12.5 µM; actives 2% (n = 350,000); in the data active = activation above about 40%; inconclusive = no clear call, values can overlap the other calls;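 note: 0% = median of the plate's neutral control wells and 100% = double that signal; a rise in the Bmi1 reporter signal indicates esBAF inhibition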
Casp6 inh – blocks human caspase-6 cleavage activity; P55212; purified caspase-6, Z-VEID-R110 cleavage fluorescence; inhibition, % at 12.5 µM; actives 0.53% (n = 350,000); AID 686996;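 active = mean inhibition across replicates at least about 35%, with every replicate also reaching that limit, limit read from the data; inconclusive = only one of the two criteria met; inactive = neither criterion met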;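 note: 0% = median of neutral control wells and 100% = no fluorescence left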
Target sequence (P55212 24-179 limits assumed): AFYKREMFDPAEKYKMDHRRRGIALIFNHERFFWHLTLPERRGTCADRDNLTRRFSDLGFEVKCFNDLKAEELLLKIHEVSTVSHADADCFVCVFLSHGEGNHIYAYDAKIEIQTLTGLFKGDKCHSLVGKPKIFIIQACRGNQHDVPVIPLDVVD
Target sequence (P55212 194-293 limits assumed): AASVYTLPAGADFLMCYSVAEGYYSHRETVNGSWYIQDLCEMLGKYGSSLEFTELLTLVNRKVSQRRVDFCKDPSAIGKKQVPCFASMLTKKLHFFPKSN
SIRT5 inh – inhibitors of human sirtuin-5 desuccinylase. Q9NXA8. Purified SirT5, succinyl-peptide AMC, trypsin-coupled fluorescence. inhibition, % at 15 µM. actives 1.1% (n = 330,000); in the data active = inhibition above about 15%; inconclusive = no clear call, values can overlap the other calls
Target sequence (Q9NXA8 whole entry, looked up): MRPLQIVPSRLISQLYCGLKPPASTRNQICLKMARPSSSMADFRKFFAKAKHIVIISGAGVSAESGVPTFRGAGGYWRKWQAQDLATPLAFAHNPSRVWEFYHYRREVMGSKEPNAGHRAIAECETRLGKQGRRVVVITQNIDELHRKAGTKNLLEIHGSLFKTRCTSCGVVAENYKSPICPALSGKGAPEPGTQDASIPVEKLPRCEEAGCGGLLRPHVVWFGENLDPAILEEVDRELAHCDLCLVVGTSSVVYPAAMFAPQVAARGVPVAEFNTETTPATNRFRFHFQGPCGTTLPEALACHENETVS
The depositor's hits bear a star; ? = inconclusive; nt = not tested or not shown. An excerpt (hit frequency here may not be typical).

Under each structure – C2C12 statin | FN deposit inh | LGR2 inh | S100A4 inh HTS | esBAF inh | Casp6 inh | SIRT5 inh
Cc1cccc(Cn2c(N3CCN(C)CC3)nc3c2c(=O)[nH]c(=O)n3C)c1
    4 | 6 | -2 | 1 | -4 | 1 | nt
CCOc1ccc(S(=O)(=O)N2CCN(C(=O)c3ccccc3Cc3ccccc3)CC2)cc1
    -17 | nt | -5 | 9 | -1 | -4 | -2
O=C(CN1CCN(S(=O)(=O)c2cccc(Br)c2)CC1)N1CCCCC1
    4 | 12 | 8 | -2 | 2 | -2 | -5
O=C(CC1(O)C(=O)c2ccccc2C1=O)c1ccccc1
    6 | 7 | -1 | 2 | -1 | -1 | 0
Brc1cccc(-c2nc3cccnc3nc2-c2cccc(Br)c2)c1
    -2 | -10 | -10 | -3 | -2 | -2 | 1
COc1ccc(C2(C)NC(=O)N(CC(=O)c3cc(C)n(C4CC4)c3C)C2=O)cc1 (stereo not given)
    -1 | -1 | 0 | -5 | 2 | 6 | -1
COc1c2c(c(C)c3c1C(=O)OC3)O[C@@]1(C)CC[C@@]3(O)C(C)(C)OC(=O)CC[C@]3(C)[C@H]1C2
    8 | nt | 6 | 3 | 0 | 15 | -1
Cc1ccc(C(=O)NCCNS(=O)(=O)c2ccccc2[N+](=O)[O-])cc1
    0 | -4 | 6 | 0 | -9 | 1 | -1
COc1ccc(C2C(C#N)=C(N)N(N(C)C)C3=C2C(=O)CCC3)cc1 (stereo not given)
    3 | 13 | 2 | -1 | -5 | 6 | -7
COc1ccc2c3c(n(C)c2c1)[C@H](CO)N(C(=O)C1CC1)CC31CCN(C(=O)C2CCOCC2)CC1
    nt | -7 | 4 | 10 | nt | 1 | -4
C[C@H](CO)N1C[C@H](C)[C@H](CN(C)Cc2ccccc2)Oc2ccc(NC(=O)C3CCCCC3)cc2CC1=O
    -6 | nt | -5 | -4 | 1 | 0 | 2
O=C(COc1ccc(Br)cc1)NCCNC(=O)c1ccncc1
    nt | -6 | 11 | 2 | nt | -1 | 1
Cc1ccccc1NC(=O)CNc1ccccc1C(=O)NCc1ccco1
    -2 | nt | -8 | nt | 2 | nt | nt
Cc1noc(C)c1S(=O)(=O)Nc1ccc2c(c1)C(=O)N([C@H](C)CO)C[C@@H](C)[C@@H](CN(C)C(=O)Nc1ccc(C(F)(F)F)cc1)OCCCC[C@@H](C)O2
    nt | nt | 6 | 9 | -2 | 0 | 10
CCOc1ccc(NC(=O)[C@H](Cc2ccccc2)NC(=O)C2CCNCC2)cc1
    nt | 2 | 19 | 10 | nt | -2 | -4
Cc1cc(N2CCCCC2C)nc(-c2ccccc2O)n1 (stereo not given)
    -31 | 1 | -31 | -8 | -7 | 4 | -8
CC(C)C#Cc1ccc([C@H]2[C@H](CO)N3CCCCN(CC4CC4)C[C@@H]23)cc1
    nt | nt | -16 | -9 | nt | -1 | -1
Cc1csc2nc(CNS(=O)(=O)N(C)C)cn12
    -6 | -3 | -1 | 1 | 6 | -2 | -11
Cc1cc(C(=O)NNC2CC(=O)N(c3ccc4ccccc4c3)C2=O)c(C)o1 (stereo not given)
    nt | 0 | 8 | -5 | nt | 23 | -1
O=C(NCCc1ccccc1)C1c2ccccc2C(=O)N1C1CC1 (stereo not given)
    5 | -13 | nt | nt | -1 | nt | nt
O=C(CN(Cc1ccccc1)C(=O)CCC(=O)Nc1nccs1)NCc1ccc(F)cc1
    -2 | 1 | 4 | -4 | -8 | 1 | nt
C[C@H]1CN([C@@H](C)CO)C(=O)c2cc(-c3cccc(C#N)c3)cnc2O[C@@H]1CN(C)C(=O)C1CCC1
    39 | nt | -3 | -10 | -5 | -3 | 1
O=C(O)c1cccc(Sc2ccc(Br)cc2C(=O)O)c1
    -6 | 3 | -2 | 39 | 1 | -1 | nt
CC(/C=C/c1ccccc1)=N/NC(=O)c1nc2nc(C)cc(C)n2n1
    nt | -1 | -16 | -1 | nt | -4 | 5
O=C(O)CC(CC(=O)Nc1ccc(F)c(Cl)c1)c1ccc(Cl)cc1Cl (stereo not given)
    4 | 6 | nt | -1 | 1 | -2 | 0
CCOC(=O)N1CCN(CC(=O)c2ccc3c(c2)CCN3C(C)=O)CC1
    12 | 6 | -9 | 1 | -5 | 1 | 0
S=c1[nH]nc(-c2ccco2)n1/N=C/c1ccc(Cl)cc1Cl
    4 | -8 | -11 | -1 | -4 | 0 | -2
CN1C(=O)c2cc(NC(=O)c3ccc(F)cc3)ccc2OC[C@H]2O[C@H](CC(=O)NCC3CCCCC3)CC[C@H]21
    -3 | nt | -1 | -15 | 12 | 4 | 6
CN(C)S(=O)(=O)c1ccc(Cl)c(NC(=O)COc2ccccc2[N+](=O)[O-])c1
    nt | 5 | -5 | 0 | nt | -1 | -3
Cc1ccc(S(=O)(=O)Nc2ccc(C(=O)Nc3ccncc3)cc2)cc1
    nt | 5 | nt | -4 | nt | 6 | nt
C[C@H]1CN([C@@H](C)CO)C(=O)c2cccc(NC(=O)NC3CCCCC3)c2O[C@H]1CN(C)Cc1ccccc1
    -2 | nt | -9 | 2 | 10 | 0 | 4
O=C(C[C@H]1C[C@H](C(=O)N2CCOCC2)[C@@]2(CCC3CCCC3)c3[nH]c4cc(-c5ccco5)ccc4c3CCN2C1=O)NCCCn1ccnc1
    9 | 2 | -1 | 1 | 9 | -22 | -4
Nc1cc(Cl)ccc1C(=O)OCC(=O)NCc1cccs1
    -3 | nt | -24 | 8 | 53* | -3 | -2
C[C@@H]1CN([C@@H](C)CO)C(=O)c2cc(C#CC3CCCC3)cnc2O[C@@H]1CN(C)C(=O)C1CC1
    nt | -4 | -9 | -1 | nt | -1 | 2
O=C([C@H]1[C@H](CO)[C@H]2Cn3c(cccc3=O)[C@H]2N1C(=O)CC1CC1)N1CCc2ccccc2C1
    -5 | -6 | -12 | 12 | 1 | -1 | 2
Cc1ccc(S(=O)(=O)N(C)C[C@@H]2OCCCC[C@H](C)Oc3ccc(N(C)C)cc3C(=O)N([C@H](C)CO)C[C@H]2C)cc1
    -5 | 1 | -12 | -18 | 3 | 0 | 3
COc1cccc(C(O)c2ncc(-c3cccc(C(F)(F)F)c3)[nH]2)c1 (stereo not given)
    2 | nt | 6 | 1 | -1 | 1 | 1
C=C(C)C(=O)N1CC2(CC(c3cccc(NC(=O)CC(c4ccccc4)c4ccccc4)c3)=NO2)C[C@H]1C(N)=O (stereo not given in full)
    16 | 4 | 20 | 0 | 10 | nt | nt
CCNC(=O)C[C@H]1CC[C@H]2[C@@H](COc3ccc(NC(=O)Nc4ccc(F)cc4)cc3C(=O)N2C)O1
    -1 | -14 | 5 | -28 | 0 | -1 | -5
Cc1ccc(-c2nnn(CC(=O)Nc3nnc(C(C)C)s3)n2)cc1
    nt | 5 | 5 | -1 | nt | 1 | -4
O=C(C[C@@H]1CC[C@@H]2[C@H](COC[C@H](O)CN2Cc2ccc(Cl)cc2)O1)NCc1ccccc1Cl
    39 | -2 | 36 | 2 | 4 | 2 | 1
CCOc1ccc(CN2CCN(C/C=C/c3ccc(OC)cc3)CC2CCO)cc1 (stereo not given)
    nt | nt | -2 | -1 | nt | -1 | -2
CCCCC(=O)Nc1ccc(C(=O)NCCN2CCOCC2)cc1
    1 | 2 | -3 | -20 | 0 | -1 | nt
C=CC[n+]1c(-c2ccc(C)cc2)csc1Nc1c(C)n(C)n(-c2ccccc2)c1=O
    9 | -18 | 2 | -10 | 11 | 1 | -2
Cc1ccc(C)c(C(=O)N(Cc2nc(-c3ccc(Cl)cc3)no2)C(C)C)c1
    31 | -6 | 19 | -7 | -1 | 0 | 2
Cc1ccc(-c2ccc(C(=O)O)c(C)n2)cc1
    0 | 7 | 11 | -3 | -5 | -3 | nt
CCC(OC(=O)c1ccco1)C(=O)NCc1ccc2c(c1)OCO2 (stereo not given)
    -1 | 8 | 7 | 3 | 0 | 1 | -3
Cc1ccc(C(=O)Cn2c(=N)n(N)c3ccccc32)cc1
    -2 | 2 | -42 | -5 | ? | 0 | 2
CS(=O)(=O)N1CCN(c2ccccc2NC(=O)c2ccco2)CC1
    15 | nt | 34 | -2 | -3 | nt | 1
CS(=O)(=O)c1ccc(C(=O)NNC(=O)c2ccccc2-n2cccc2)cc1
    -2 | 8 | 3 | -1 | -6 | 0 | -12
COCCNC(=O)C[C@H]1CC[C@@H]2[C@H](COc3ccc(NC(C)=O)cc3C(=O)N2C)O1
    3 | -4 | -1 | nt | -5 | nt | nt
Nc1ccnn1Cc1ccncc1
    nt | -5 | 15 | 5 | nt | 0 | -6
COc1ccc(NC(=O)N(C)C[C@@H]2OCCCC[C@H](C)Oc3ccc(N(C)C)cc3C(=O)N([C@H](C)CO)C[C@@H]2C)cc1
    20 | nt | -3 | -21 | -4 | -1 | -4
CN1C(=O)c2cc(NC(=O)c3cccc(Cl)c3)ccc2OC[C@@H]2O[C@@H](CC(=O)NC3CCCCC3)CC[C@@H]21
    16 | -5 | -7 | nt | 12 | nt | nt
C[C@H](O)C#Cc1ccc([C@H]2[C@@H](CO)N3CCCCN(C(=O)c4ccncc4)C[C@@H]23)cc1
    6 | nt | -2 | 2 | -4 | 1 | 0
COc1cc(C(=O)NNC(=O)C2CCCC2)cc(OC)c1OC
    18 | 6 | 4 | -1 | -4 | 0 | -2
O=C(CCNC(=O)c1ccccc1Cl)Nc1ccc(S(=O)(=O)N2CCOCC2)cc1
    1 | 13 | 5 | -2 | -2 | 0 | nt
COc1ccc(CN(C)C[C@@H]2OCCCC[C@H](C)Oc3ccc(NS(=O)(=O)c4ccc(OC)cc4)cc3C(=O)N([C@@H](C)CO)C[C@H]2C)cc1
    nt | 3 | 10 | 11 | nt | 1 | nt
CC1CCN(S(=O)(=O)c2ccccc2)CC1
    -3 | -2 | 11 | 0 | -5 | 0 | -2
Cc1noc(C)c1C(=O)Nc1cc(S(=O)(=O)N2CCCCC2)ccc1N(C)C
    -7 | 5 | -31 | -3 | 0 | 3 | 2

(listing goes on)
Under each structure – C2C12 statin | FN deposit inh | LGR2 inh | S100A4 inh HTS | esBAF inh | Casp6 inh | SIRT5 inh
CCn1cc(C(=O)Nc2ccccc2C(=O)OC)cn1
    -10 | 1 | -9 | -12 | 2 | 0 | -5
CCOc1ccc(NS(=O)(=O)c2cc(C(=O)NCCCN3CCCC3=O)ccc2C)cc1
    4 | 4 | 10 | -3 | 0 | -1 | -2
CC(C)c1ccc(/C=C2\SC(=O)N(CC(=O)NC3CCS(=O)(=O)C3)C2=O)cc1 (stereo not given)
    -2 | 2 | -36 | 2 | 39 | 8 | 1
COc1ccc(Cl)cc1NC(=S)N(Cc1cccnc1)Cc1ccco1
    nt | -3 | -3 | -6 | nt | 3 | 0
CCOc1ccc(C(=O)COC(=O)c2nc3nccc(C)n3n2)cc1
    4 | -2 | 9 | -12 | 10 | -3 | 0

Screening results as filed in PubChem.
